# Source: PubChem (Southern Research Specialized Biocontainment Screening Center)
# M. tuberculosis – growth inhibition of non-replicating M. tuberculosis (AID 488890); inhibition, % at 25 µM; hits with a dose series show IC50 in µM; Mycobacterium tuberculosis non-replicating, growth inhibition; higher % means a stronger effect; actives 0.39% (n = 320,000); in the data active = a potency from the dose series; inconclusive = inhibition mostly from about 82% at the one dose, without a potency; inactive = the rest, 99 in 100 with inhibition below about 76%;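 also: plate controls were DMSO cells for no effect and high antibiotic wells for full effect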
# H1N1 NS1A inhibition – H1N1 influenza NS1A inhibitors, functional cell based assay (AID 504329) | NS1A functional cell-based assay, percent inhibition; higher % means a stronger effect | inhibition, % at 12.5 µM, or IC50 in µM where a hit was titrated | actives 0.3% (n = 340,000); in the data active = a potency from the dose series; inconclusive = inhibition above about 27% without an active follow-up result; also: strong numbers were not always called active
# VEEV TC-83 Vero – inhibitors of VEEV TC-83 cytopathic effect, confirmation, Vero cells (AID 588727); Vero cells, VEEV TC-83 cytopathic effect inhibition; higher % means a stronger effect; inhibition, % at 20 µM, or IC50 in µM where a hit was titrated; actives 0.13% (n = 350,000); in the data active = a potency from the dose series; inconclusive = inhibition mostly from about 14% at the one dose, without a potency; inactive = the rest, 99 in 100 with inhibition below about 12%; also: strong numbers were not always called active
# Salmonella PhoP GFP – PhoP regulon inhibitors, Salmonella typhi PhoP promoter GFP reporter, confirmatory (AID 1850); Salmonella Typhi PhoP-promoter GFP reporter, fluorescence, 4 h; higher % means a stronger effect; one-dose inhibition, % at 50 µM; IC50 in µM for titrated hits; actives 0.33% (n = 310,000); in the data active = a potency from the dose series; inconclusive = inhibition mostly from about 25% at the one dose, without a potency; inactive = the rest, 99 in 100 with inhibition below about 19%;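 also: 0% = induced wells with vehicle and 100% = uninduced wells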
# M. tuberculosis HTS – M. tuberculosis growth inhibition, HTS (AID 449762) | M. tuberculosis H37Rv growth inhibition, 7H9 media; higher % means a stronger effect | inhibition, % at 25 µM; hits with a dose series show IC50 in µM | actives 0.59% (n = 330,000); in the data active = a potency from the dose series; inconclusive = inhibition above about 70% without an active follow-up result;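 also: bacterial growth assessed after seven days of incubation; strong numbers were not always called active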
# VEEV TC-83 Vero 10K pilot screen – further read-out of VEEV TC-83 Vero, marked with its call; inhibition, %; measured here: 10K pilot screen inhibition
# * hit, by the source's call; i = inactive; ? = inconclusive; / = no result given.
SMILES,M. tuberculosis,H1N1 NS1A inhibition,VEEV TC-83 Vero,Salmonella PhoP GFP,M. tuberculosis HTS,others
CC(CCCC(C)(C)O)NC(=O)c1cc(COc2ccc3ncccc3c2)on1 (configuration not stated),14.2%,1.2%,i,-3.5%,21.2%,
CCNC(=O)C(=O)N/N=C/c1cc([N+](=O)[O-])ccc1O,/,2.44µM*,1.9%,17.5%,2.0%,
CC(C)Cc1nc2oc3c(Cl)ncnc3c2c2c1CCC2,11.1%,-11.4%,i,6.9%,?,
Cc1cc(Br)cc(C)c1OCC(=O)NNC(=O)CCC(=O)NCc1ccccc1,-14.4%,-4.3%,2.1%,5.4%,-0.2%,
CC1=C(C(=O)Nc2ccccc2C)C(c2ccccc2)NC(=O)N1 (configuration not stated),/,0.0%,0.5%,/,-6.9%,
COc1ccc(NC(=O)c2ccc3nc(C)sc3c2)cc1,54.9%,10.6%,0.7%,-1.1%,0.9%,
COc1ccc(CN(C(=O)CSc2nnc(-c3ccc(F)cc3)o2)c2ccc(F)cc2)cc1,2.7%,-12.0%,0.7%,-11.7%,-9.7%,
CC12CCC(=O)N1C(C(=O)O)Cc1c2[nH]c2ccccc12 (configuration not stated),2.7%,5.0%,0.3%,-7.0%,6.8%,
COc1ccc(C(=Cc2ccccc2)C(=O)O)cc1,/,-1.4%,i,/,/,
Cc1ccc(C2(C)NC(=O)N(CC(=O)Nc3cc(S(=O)(=O)N4CCOCC4)ccc3C)C2=O)cc1 (configuration not stated),10.5%,1.2%,0.8%,-5.7%,2.4%,
Cc1cc(C(=O)Nc2nc3c(C)cccc3s2)c(C)o1,-11.1%,7.1%,2.1%,-22.6%,-3.5%,
CCN(CC)S(=O)(=O)c1cccc(C(=O)OCC(=O)c2ccc3c(c2)NC(=O)CO3)c1,3.1%,-2.3%,0.1%,-0.1%,0.1%,
CCOP(=O)(OCC)C(Nc1ccccc1)c1cc(OC)ccc1OC (configuration not stated),-12.7%,1.1%,i,-0.2%,-3.8%,
O=C(O)CSCC(=O)Nc1ccc(Br)c(C(F)(F)F)c1,-7.0%,/,1.0%,-5.4%,-1.0%,
Cc1cccc(C(C)C)c1NC(=O)CSc1cccc[n+]1[O-],-3.6%,0.4%,1.4%,/,-3.5%,
O=C(N/N=C/c1ccncc1)c1cc2ccccc2o1,17.4%,-9.0%,0.1%,12.2%,-0.4%,
CC(C)(C)OC(=O)[C@H]1[C@H](c2ccc([N+](=O)[O-])cc2)C2(C(=O)c3ccccc3C2=O)C2c3ccccc3C=NN21 (some centres not stated),39.0%,24.3%,5.0%,-6.4%,4.3%,
O=C(NC1CC(=O)N(c2cccc(F)c2)C1)N1CCN(C(=O)c2ccco2)CC1 (configuration not stated),-1.6%,1.1%,i,2.0%,1.1%,
N#Cc1c(-c2ccc([N+](=O)[O-])cc2)nc2n(c1=O)CCS2,-5.8%,-1.8%,1.0%,-4.1%,3.0%,
CC(C)(C)NC(=O)NC(=O)COC(=O)c1cccc(S(=O)(=O)N2CCCCC2)c1,-20.6%,-4.5%,1.0%,-6.9%,-3.9%,
COc1ccc(Cl)cc1NC(=O)CN(C)C(=O)CCSc1ccc(C)cc1,36.2%,-0.8%,i,/,1.5%,
CCC(=O)Nc1ccc(-c2nc3ccccc3c(=O)o2)cc1,/,-2.8%,1.7%,/,/,
[2H]C(CCOS(N)(=O)=O)c1ccc(C(C)(C)C)cc1 (configuration not stated),1.6%,11.4%,2.2%,-5.5%,-0.4%,
Fc1ccc(Cl)cc1/C=N/n1cnnc1SCc1ccccc1,4.2%,4.4%,1.6%,-36.6%,0.5%,
O/N=C/c1ccc(OCc2ccccc2F)c(Cl)c1,17.7%,6.3%,3.9%,-2.4%,-3.2%,
CCCn1nc(C(=O)Nc2nnc(C3CC3)s2)c2ccccc2c1=O,56.8%,3.9%,5.1%,/,-10.4%,
CCn1c(SCC(=O)Nc2ccc3c(c2)OCO3)nnc1-c1cnccn1,22.4%,1.8%,2.7%,7.2%,3.8%,
CC1=C(/C=C/C(C)=C/C=C/C(C)=C\C(=O)O)C(C)(C)CCC1,46.8%,-2.8%,3.4%,-11.1%,69.3%,
Cc1cccc(C)c1NC(=O)NN=C1CCCCC1,-12.1%,-4.4%,i,0.7%,3.8%,
C#CC1(O)CC(C)N(C)C(C)C1 (configuration not stated),-20.6%,18.4%,1.5%,4.3%,-6.3%,
Cc1ccc(-c2cc(-c3ccc(C)cc3)[n+](C)o2)cc1,24.7%,-7.7%,i,-2.4%,-4.2%,
COc1cccc(C2CC(c3ccc(Cl)cc3)Nc3nc(N)nn32)c1 (configuration not stated),27.3%,-2.3%,1.8%,-14.4%,-1.0%,
O=C(NCC(=O)N1CCN(C(=O)c2ccccc2)CC1)c1ccccc1,-1.1%,-11.8%,1.6%,/,-8.6%,
N#Cc1nc(-c2ccccc2)oc1NCC1CCCO1 (configuration not stated),3.5%,-2.3%,2.3%,2.7%,1.5%,
COC(C[C@@H](O)C[C@H](O)[C@@H](C)OCc1ccccc1)OC,/,10.5%,0.1%,/,/,
CCCOC(=O)c1ccc(S(N)(=O)=O)o1,-25.1%,-5.9%,0.4%,-5.8%,7.7%,
O=C1CC(c2ccccc2)Cc2nc(NC3CC3)ncc21 (configuration not stated),9.7%,2.0%,1.3%,-1.6%,11.5%,
CC(=O)Nc1ccc(S(=O)(=O)NCCC(=O)OCC(=O)c2ccc(F)c(F)c2)cc1,-1.2%,18.0%,0.1%,-14.7%,-19.1%,
COc1cc2c(cc1OC)C(c1cccs1)N(C(=O)c1ccncc1)CC2 (configuration not stated),15.7%,-13.8%,0.0%,-11.4%,4.2%,
COc1ccc(Cn2c(-c3ccc(OC)cc3)nc3ccccc32)cc1,30.5%,10.0%,0.8%,-6.9%,-8.7%,
CC1CCN(C(=O)Cn2cc(C#N)c3ccccc32)CC1,67.7%,-4.9%,2.4%,-5.1%,1.7%,VEEV TC-83 Vero 10K pilot screen=1.8
CCn1cc(C2=NC(C)(C)CO2)c2ccccc21,/,22.0%,1.0%,-1.0%,/,
C/C(=N\N1CCCCCC1)c1c(O)n(C)c(=O)n(C)c1=O,6.2%,/,/,-4.2%,5.5%,
Cc1ccc(SCc2ccc(C(=O)Nc3cc([N+](=O)[O-])ccc3C)cc2)cc1,10.5%,-1.5%,0.1%,-0.2%,?,
Cc1cccc(-n2c(-c3ccoc3C)n[nH]c2=S)c1,-20.8%,1.0%,0.7%,-5.1%,-8.2%,
COc1ccc(N2CCN(S(=O)(=O)CCNC(=O)/C=C/c3ccc4c(c3)OCO4)CC2)cc1,5.1%,2.2%,3.7%,-1.8%,0.3%,
Cc1ccc2[nH]c(CCN(C)C)c(CC#N)c2c1,11.4%,17.0%,0.6%,5.0%,-1.9%,
COC(=O)C1=C(C)OC(N)=C(C#N)C1c1cc(C)sc1C (configuration not stated),4.0%,-0.3%,1.6%,6.9%,0.4%,
OCC[C@H]1C[C@H](O)[C@@H](O)[C@@]2(CCCCO2)O1,-7.5%,-3.5%,0.8%,0.4%,7.2%,VEEV TC-83 Vero 10K pilot screen=0.7
COc1ccccc1S(=O)(=O)Cc1ccc(C(=O)NC(C)c2ccc3c(c2)OCCO3)o1 (configuration not stated),4.7%,2.4%,5.8%,0.3%,-2.3%,
CC1=C(C(=O)O)N2C(=O)C(NC(=O)c3ccccc3Cl)C2SC1 (configuration not stated),-24.8%,-6.1%,0.2%,3.6%,-7.4%,
CCOC(=O)N1CCN(c2cc(=O)n(-c3ccc(OC)cc3)c(=O)[nH]2)CC1,-13.4%,-5.6%,0.5%,-1.5%,-3.9%,
O=C(CSc1nnc(CNC(=O)c2ccccc2)o1)NCc1ccc(F)cc1,?,-8.1%,1.1%,-2.6%,4.6%,
CCOc1ccc(N2C(=O)CC(SC(=NC)Nc3ccc4c(c3)OCO4)C2=O)cc1 (configuration not stated),-8.6%,6.1%,i,3.4%,-0.2%,
Cc1cccc(OCCC(=O)NCC(=O)Nc2cccc(C)c2C)c1,23.4%,-3.1%,0.6%,6.0%,9.3%,
Cc1nc2ccsc2c(=O)n1-c1ccc(Cl)cc1,-25.9%,-8.5%,i,3.1%,2.5%,
CCCC(=O)Nc1ccc(Cl)c(NC(=O)C(C)(C)C)c1,-5.3%,20.2%,0.5%,2.0%,2.3%,
Cc1ccc(N/N=C(\C#N)C(N)=S)cc1C,?,9.2%,1.4%,3.4%,7.5%,
COc1ccccc1Nc1nc(N)nc(CSc2ncccn2)n1,-14.7%,0.9%,6.5%,-14.9%,-13.7%,
CCn1c(CC(=O)Nc2ccccc2F)nnc1SCC(=O)Nc1nnc(C)s1,-2.6%,-4.2%,0.7%,8.7%,3.7%,

# 4 records drawn at random from the list so far, as already listed:
SMILES,M. tuberculosis,H1N1 NS1A inhibition,VEEV TC-83 Vero,Salmonella PhoP GFP,M. tuberculosis HTS,others
COc1ccc(N2CCN(S(=O)(=O)CCNC(=O)/C=C/c3ccc4c(c3)OCO4)CC2)cc1,5.1%,2.2%,3.7%,-1.8%,0.3%,
Cc1ccc(N/N=C(\C#N)C(N)=S)cc1C,?,9.2%,1.4%,3.4%,7.5%,
CCOC(=O)N1CCN(c2cc(=O)n(-c3ccc(OC)cc3)c(=O)[nH]2)CC1,-13.4%,-5.6%,0.5%,-1.5%,-3.9%,
Cc1cccc(-n2c(-c3ccoc3C)n[nH]c2=S)c1,-20.8%,1.0%,0.7%,-5.1%,-8.2%,

# Grouped by structure: the compounds so far with a thiophene ring, fused or not.
SMILES,M. tuberculosis,H1N1 NS1A inhibition,VEEV TC-83 Vero,Salmonella PhoP GFP,M. tuberculosis HTS,others
COc1cc2c(cc1OC)C(c1cccs1)N(C(=O)c1ccncc1)CC2 (configuration not stated),15.7%,-13.8%,0.0%,-11.4%,4.2%,
COC(=O)C1=C(C)OC(N)=C(C#N)C1c1cc(C)sc1C (configuration not stated),4.0%,-0.3%,1.6%,6.9%,0.4%,
Cc1nc2ccsc2c(=O)n1-c1ccc(Cl)cc1,-25.9%,-8.5%,i,3.1%,2.5%,

# Continuation:
SMILES,M. tuberculosis,H1N1 NS1A inhibition,VEEV TC-83 Vero,Salmonella PhoP GFP,M. tuberculosis HTS,others
CCCCN(C(=O)c1cccs1)C1CCS(=O)(=O)C1 (configuration not stated),-8.4%,-13.1%,0.1%,6.8%,0.4%,
Cc1cc(OCC(=O)NCc2ccccn2)c2c(C)cc(=O)oc2c1,2.6%,-0.5%,1.2%,4.1%,1.4%,
CN1CCN(C2Cc3ccc(Cl)cc3Sc3ccc(F)cc32)CC1 (configuration not stated),?,/,i,37.8µM*,?,
CC(=O)Nc1ccc(SCC(=O)c2c(N)n(Cc3ccccc3)c(=O)n(C)c2=O)cc1,9.8%,3.2%,8.9%,-7.0%,3.5%,
Cc1cc(/C=C2\C(=O)NC(=O)N(Cc3ccccc3Cl)C2=O)c(C)n1-c1ccc(C(=O)O)cc1,-4.9%,10.3%,i,-16.6%,5.4%,
CC1(C)N=c2ccc([N+](=O)[O-])c(N)c2=[N+]1[O-],-0.6%,4.9%,1.7%,3.1%,-2.5%,
CC(=O)NC1C(OC(=O)Cc2ccccc2)OC(COC(C)=O)C(OC(C)=O)C1OC(C)=O (configuration not stated),-5.2%,1.3%,0.2%,-7.4%,5.5%,
Cc1ccc(Sc2c(C)nn(C(=O)CNS(=O)(=O)c3ccc(F)cc3)c2C)cc1,-0.3%,-9.9%,1.2%,-16.5%,7.5%,
CC(C)NC(=S)NNC(=O)C12CC3CC(CC(C3)C1)C2,-6.9%,-8.2%,2.3%,-1.7%,-7.2%,
Cc1cc(C)n(-c2nc3ccccc3c(=O)n2OCc2ccc(F)cc2)n1,26.7%,-6.8%,1.0%,-1.1%,11.2%,
COc1ccc(C2=CC(=O)CC(C)(C)C2)cc1,-1.2%,-3.3%,i,/,-8.5%,VEEV TC-83 Vero 10K pilot screen=0.4
COc1ccccc1-c1nc(-c2ccccc2)[nH]c(=O)c1C#N,7.6%,1.3%,1.1%,3.8%,-1.9%,
CCC/C(=N\NC(=O)CNC(=O)c1ccc(Cl)cc1)c1ccccc1,8.8%,2.9%,3.5%,-1.9%,3.0%,
Cc1ccnc(NC(=O)c2cc(-n3cnnc3)ccc2Cl)c1,-10.0%,-0.9%,3.3%,-5.2%,-18.8%,
N/C(=N\OC(=O)c1ccc([N+](=O)[O-])cc1)c1cccnc1,5.3%,12.1%,2.8%,11.6%,8.9%,
CN1CCN(S(=O)(=O)c2ccc(Nc3ccc(F)cc3)nc2)CC1,-11.2%,-3.9%,5.2%,6.9%,-3.6%,
COc1ccccc1CC(=O)Nc1c[nH]c(=O)[nH]c1=O,-26.7%,-1.3%,0.2%,-7.1%,-5.3%,
COc1ccccc1NC(=O)COC(=O)c1[nH]c(=O)[nH]c(=O)c1N,3.4%,-3.6%,5.7%,/,3.5%,
